High-throughput results deposited in PubChem by several laboratories.
CF NFkB inh: inhibitors of PAF-induced NF-kB signaling, primary screen, cell-based, GFP fluorescence, uHTS; KKLEB NF-kB-GFP reporter, GFP fluorescence overnight; 0.86% of 360,000 active; inhibition, % at 5 µM;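 active = at least 50% inhibition at 5 µM, scaled per plate between neutral and stimulator controls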;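 also: PAF is a Pseudomonas aeruginosa culture filtrate used as stimulus; plate controls were PAF-stimulated DMSO wells for no effect and unstimulated DMSO wells for full effect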
NR2E3 ag-1: NR2E3 agonists in two-hybrid cells, primary screen, cell-based, luminescence, CHO-S, Gal4-NCOR/VP16-NR2E3 | AID 602229, 2012 | Photoreceptor-specific nuclear receptor (Homo sapiens), Q9Y5X4 | luciferase | inhibition of corepressor binding, % at 3.98 µM | 0.35% of 360,000 active;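 active = inhibition above the mean of all tested compounds plus 3 SD, cut at about 70% in these data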;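 also: 0% = DMSO with NR2E3 transfected cells and 100% = cells lacking NR2E3 construct; higher means lower luciferase signal from less NR2E3 corepressor binding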
Target sequence (Q9Y5X4 whole entry, looked up, the tested form may be a part): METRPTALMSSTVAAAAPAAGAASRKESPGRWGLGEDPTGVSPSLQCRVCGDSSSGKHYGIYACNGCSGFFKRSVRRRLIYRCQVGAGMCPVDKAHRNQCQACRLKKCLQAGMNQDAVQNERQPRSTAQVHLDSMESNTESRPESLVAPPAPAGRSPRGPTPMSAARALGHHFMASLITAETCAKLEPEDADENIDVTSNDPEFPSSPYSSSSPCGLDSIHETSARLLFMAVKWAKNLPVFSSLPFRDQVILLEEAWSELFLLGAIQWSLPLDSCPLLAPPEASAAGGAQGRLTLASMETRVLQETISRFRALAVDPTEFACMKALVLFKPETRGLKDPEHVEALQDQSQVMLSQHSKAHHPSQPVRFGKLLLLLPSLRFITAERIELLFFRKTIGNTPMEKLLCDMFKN
KKLEB tox: cytotoxicity in KKLEB CF airway cells, primary screen, cytotoxicity control for CF NF-kB inhibitor project, cell-based, uHTS, fluorescence assay plates; KKLEB CF airway cells viability, ATPlite luminescence, overnight; active compounds read low; cells stimulated with P. aeruginosa culture filtrate; activity change (cytotoxicity), % at 5 µM; 0.36% of 360,000 active;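 active = corrected activity change at or below -50% at 5 µM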
CaV13 FRET inh: Disruptors of the CACNA1D IQ motif to Ca2+-dependent inactivation inhibitor domain association, primary screening, Förster resonance energy transfer in intact living … | HEK cells, CFP/YFP FRET ICDI-IQ, plate reader, 10 min; percent FRET-ratio fall versus neutral wells | inhibition, % at 12.3 µM | 0.098% of 340,000 active | AID 743397;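 active = mean replicate inhibition of at least 30% and at least 1% of replicates passing that level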;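 also: 0% = median of the neutral control wells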
NR2E3 ag-2: inhibitors of NR2E3-RetCOR corepressor binding, primary screen, NR2E3 agonist project, biochemical, TR-FRET, GST-NR2E3, biotin-RetCOR. AID 2300, 2010. Photoreceptor-specific nuclear receptor (Homo sapiens), Q9Y5X4. 0.12% of 320,000 active. 1536-well. inhibition of corepressor binding, % at 4.78 µM;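 active = percent inhibition above the cutoff of mean plus 3 SD of all tested compounds, set per screening campaign, cut at about 20% in these data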;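 also: 0% = DMSO wells and 100% = biotin wells as full block of FRET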
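system = GST-tagged NR2E3 plus biotinylated RetCOR corepressor | input = 1.35 nM GST-NR2E3 | also added = 7 nM biotin-RetCOR | schedule = 5 h incubation at 4 °C | measured by = TR-FRET with europium anti-GST and streptavidin-D2, 340 nm excitation | read-out = percent loss of FRET ratio relative to control wells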
Shn3 3UTR inh: reduction of Shn3 3'UTR firefly luciferase signal, primary screen, Schnurri-3 inhibitor project, cell-based, Clone20 osteoblasts, set 2. inhibition, % at 12.5 µM. 0.52% of 360,000 active. Clone20 osteoblast Shn3 3'UTR firefly luciferase, 24 h. AID 588674, 2011;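 active = mean inhibition of at least 75% with every replicate also reaching 75%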;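 also: 0% = median of neutral control wells and 100% = pilot-screen positive control compound; some compounds past the cut are filed as inactive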
PDI inh: inhibitors of human PDI, primary screen, biochemical, turbidity, single point, plate reader; PDI insulin aggregation turbidity, A650, 90 min; inhibition, % at 10 µM; 0.052% of 350,000 active;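 active = mean inhibition across replicates of 30% or more, whatever share of single replicates reach that level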;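 also: absorbance from insulin aggregation driven by PDI reduction with DTT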
Target sequence (P07237 whole entry, looked up): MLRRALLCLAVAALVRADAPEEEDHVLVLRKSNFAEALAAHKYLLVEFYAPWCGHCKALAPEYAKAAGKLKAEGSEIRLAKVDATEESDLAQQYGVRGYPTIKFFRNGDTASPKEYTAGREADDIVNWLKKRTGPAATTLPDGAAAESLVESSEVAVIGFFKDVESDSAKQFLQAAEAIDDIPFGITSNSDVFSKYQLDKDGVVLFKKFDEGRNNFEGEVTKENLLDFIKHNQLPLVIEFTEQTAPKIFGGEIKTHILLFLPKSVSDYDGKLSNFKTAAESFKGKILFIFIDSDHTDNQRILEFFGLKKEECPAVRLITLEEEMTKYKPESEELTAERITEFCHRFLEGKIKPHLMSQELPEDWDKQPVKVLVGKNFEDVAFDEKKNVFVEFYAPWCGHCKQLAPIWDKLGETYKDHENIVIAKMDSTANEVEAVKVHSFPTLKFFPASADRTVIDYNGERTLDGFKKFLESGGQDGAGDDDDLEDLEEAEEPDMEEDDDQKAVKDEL
HIF-2a block: HIF-2a reporter inhibitors, primary screen, luminescence, 786-0 RCC cells; 786-0 RCC cells HIF-2a reporter, luciferase luminescence, overnight; inhibition, % at 18.8 µM; 0.72% of 360,000 active;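 active = inhibition of the luminescence signal of 40% or more relative to plate controls, in a single-dose primary screen at 18.75 µM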
Peg3 promoter: Peg3 promoter-driven luciferase inhibitors, primary screen, cell-based, HeLa, luciferase luminescence; HeLa PEG-Prom luciferase reporter, overnight; inhibition, % at 20 µM; 1.7% of 360,000 active; AID 588405, 2011;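 active = inhibition of at least 50% at 20 µM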
MITF TRPM1 inh: inhibitors of MITF-dependent TRPM1 promoter reporter, primary screen, cell-based, SK-MEL-5, single point, luciferase; SK-MEL-5 TRPM1 promoter luciferase, 24 h; AID 488899, 2010; inhibition, % at 12.5 µM; 0.83% of 330,000 active;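 active = mean inhibition across replicates of 60% or more, whatever share of single replicates reaches that level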; also: values of inactives mirror those of a sister screen read the other way
Vif imaging: HIV Vif self-association inhibitors, primary screen, imaging, HEK293T, single point. HEK293T cells, Vif self-association by quenched fluorescence, 24 h. inhibition, % at 7.49 µM. 0.35% of 340,000 active; in the data active = inhibition above about 50%, passing the limit was not always enough; also: some results filed as inactive read as strong as hits
The depositor's hits bear a star; . = not tested or not shown. The order is random. Share with any hit: about 3.3%.

SMILES	CF NFkB inh	NR2E3 ag-1	KKLEB tox	CaV13 FRET inh	NR2E3 ag-2	Shn3 3UTR inh	PDI inh	HIF-2a block	Peg3 promoter	MITF TRPM1 inh	Vif imaging
N/C(=N\OC(=O)c1ccc2c(c1)OCO2)c1cccnc1	-8.6	-119.1	-4.5	-3.4	1.0	-92.7	18.0	-220.6	-34.0	-71.4	15.1
CN(C)c1ccc(CN(C(=O)COc2ccc(Br)cc2)C2CCS(=O)(=O)C2)cc1 (configuration not stated)	1.4	-10.5	1.1	-4.3	5.0	-7.9	5.4	21.9	11.0	10.3	5.7
COc1ccccc1NC(=O)CCc1nc(-c2cccs2)no1	20.8	-31.8	-6.2	-4.4	-4.6	17.7	-1.3	-42.0	-20.2	4.2	6.7
CN1C(=O)N(C)c2ccc(Br)c3cccc1c23	5.1	-39.2	7.7	-17.7	.	1.1	6.4	9.4	-2.4	8.3	10.6
CNc1cncc(-c2cnn(CC(C)C)c2)n1	-15.7	-68.0	13.7	-7.2	.	-45.0	1.2	-116.2	-84.5	.	-2.7
CCOc1ccc(CNS(=O)(=O)c2ccc3c(c2)CC(=O)N3C)cc1	7.9	-4.5	-0.3	-2.9	-4.3	-10.0	4.9	3.7	2.6	-22.7	-3.7
O=C(N/N=C/c1cn(-c2cccs2)nc1-c1ccccc1)c1ccccc1Br	-27.8	-42.8	8.6	-5.5	1.9	-34.1	-2.2	-196.0	-135.7	-22.1	-4.2
COc1cccc(NC(=O)Nc2nc(SC(C)(C)C)ns2)c1	40.7	-10.5	-7.6	6.5	-2.8	-1.3	-0.5	-237.7	-105.8	6.0	-3.9
O=C(Cc1cccc2ccccc12)Nc1nc2ccccc2[nH]1	10.1	-12.1	-7.2	-10.3	1.7	-5.4	3.7	-8.8	18.1	6.8	10.4
CC(C)COc1ccc(-c2nnn(CC(=O)N3CCCC3)n2)cc1	-16.2	-36.7	-5.4	-4.0	4.0	-14.9	0.1	-128.2	-101.9	-27.4	-4.5
O=C1CC(N2CCCCCC2)C(=O)N1c1ccc(F)cc1 (configuration not stated)	-8.2	-19.1	-8.7	1.6	-1.4	6.2	-3.5	8.4	-0.1	-4.7	-2.2
Cc1cccc(NC(=O)c2ccc(NC(=O)c3ccccc3Br)cc2)c1	29.8	-4.2	-4.2	-13.8	2.7	17.4	-0.1	-76.6	-18.2	1.1	-5.8
CCOc1cccc(C(=O)Nc2cccc(-c3nnc(-c4ccccc4)o3)c2)c1	-1.3	-56.1	-2.9	-7.4	-0.7	14.0	18.8	-73.8	75.8*	-25.7	12.3
Cc1ccc(NCC(=O)N/N=C/c2ccc(OC(=O)c3ccco3)cc2)cc1	-12.9	-39.2	16.0	-7.7	-2.7	1.0	11.3	-44.9	-32.1	6.5	1.9
CN(C)c1ccc(C(=O)OCC(=O)NC2CCCCCC2)cc1	10.9	-18.9	-8.0	-3.8	1.7	-10.1	12.0	13.0	11.5	-3.4	7.9
O=C(COC(=O)c1ccco1)NCc1ccccc1Cl	-3.4	0.6	0.8	-4.4	3.1	-15.7	-0.9	7.7	7.1	-10.7	0.3
CC(C)NC(=O)CSc1nnc(-c2ccco2)n1N	10.1	0.6	-0.5	-7.7	2.4	-6.1	-0.5	12.9	-9.7	-8.3	.
O=C(NCN1CCCCC1)c1cccnc1	-14.8	-5.5	-13.5	-3.1	2.8	15.0	1.4	0.8	7.7	5.1	11.8
COc1ccc(Cl)cc1NC(=O)CN1C(=O)NC2(CCCC2)C1=O	-4.4	-14.7	10.0	-3.8	-1.2	10.0	-7.0	19.7	17.2	7.8	-1.2
N/C(Cc1ccc(Cl)cc1Cl)=N\OC(=O)Cc1ccccc1	-6.3	-6.7	4.7	-19.0	-0.9	-35.2	-0.7	-31.2	-5.8	-4.8	0.1
CC(C)CNC(=S)N1CCN(C)CC1	-14.9	0.7	5.3	-4.0	0.2	22.2	4.4	15.5	9.9	3.0	15.8
O=C(CN1C(=O)C2CC=CCC2C1=O)NC1=NCCS1 (configuration not stated)	-12.3	0.2	10.3	.	3.8	6.3	5.9	9.2	12.0	-11.2	4.3
COc1ccc(Nc2nnc(SCC(=O)N3CCCC3)s2)cc1	3.4	-29.0	0.4	0.0	-2.7	-4.6	-15.9	-28.1	-16.1	2.7	-3.6
CN1CCN(C(=O)C2=C[C@@H](C(C)(C)C)C[C@@H](OCc3ccc(CO)cc3)O2)CC1	-5.1	-6.3	3.1	-4.8	4.8	-17.8	-4.2	5.4	5.9	1.6	2.2
COC(=O)c1ccc(NC(=O)CN2CCC(NC(=O)c3ccccc3F)CC2)cc1	-9.9	-21.1	2.9	-17.1	.	-3.0	5.0	9.8	6.5	.	-15.4
Cc1ccc(-n2nc(C)c(C3(O)C(=O)N(C(C)C)c4ccccc43)c2N)cc1 (configuration not stated)	1.3	-30.6	-0.9	-4.7	-2.3	-0.5	13.5	7.1	17.1	-2.9	1.1
NC(=O)COC(=O)c1c2c(nc3ccccc13)CCC2	0.3	9.4	-14.1	0.2	5.0	-9.8	8.2	22.3	5.9	21.2	-5.0
CCOC(=O)C1(Cc2cccc(OC)c2)CCN(Cc2cnc(SC)nc2)CC1	5.5	-38.9	8.0	-4.3	1.7	6.9	10.3	13.3	14.5	2.7	9.2
Cc1ccc2nc(Cl)cc(=O)n2c1	-8.1	-7.5	6.6	-8.5	.	10.9	-6.8	-1.0	4.4	1.0	-0.5
N#Cc1ccc(Nc2ccccc2)c(N)c1	-0.6	-16.4	-2.7	0.5	-0.6	-14.0	3.2	-5.0	-9.4	7.2	10.2
O=C(CNC(=O)c1ccc(Br)o1)NCc1ccc(F)cc1	15.0	-6.1	-7.0	-2.8	-2.4	4.0	4.7	14.0	10.4	1.4	.
O=C(COC(=O)c1ccccc1OCC(=O)Nc1ccc(Br)cc1)Nc1ccccc1	-5.4	-2.3	7.6	-5.1	-0.2	-11.3	-3.8	15.6	19.4	-21.5	2.6
S=C(NCc1ccco1)N1CCN(C/C=C/c2ccccc2)CC1	-9.0	2.2	13.8	2.1	2.0	6.8	7.0	8.4	12.9	-7.1	-2.7
O=C(c1ccc(N2CCOCC2)c([N+](=O)[O-])c1)N1CCN(c2ccccc2)CC1	6.6	23.1	14.2	-6.6	.	-0.3	-4.0	-11.1	-10.7	-1.6	8.1
CCCNS(=O)(=O)c1ccc2c(c1)n(C)c(=O)n2C	-1.0	28.2	6.1	8.4	-4.1	-3.3	4.1	9.7	10.5	3.0	-1.3
O=C1c2ccccc2S(=O)(=O)c2cc(N3CCOCC3)ccc21	-4.5	-174.0	-17.4	-21.9	4.2	38.5	-3.2	-43.6	-3.4	22.1	-8.7
COc1cc(NC(=O)CCc2ccccc2)c(C(=O)O)cc1OC	-1.8	-33.6	6.4	-6.3	-1.6	2.2	9.9	-1.9	5.2	7.1	-3.1
Cc1cc(C)nc(NC(=O)c2cccc([N+](=O)[O-])c2)c1	9.3	-3.9	-1.2	-3.8	0.3	-15.8	0.3	-16.5	-7.1	0.0	-0.9
COC(=O)c1c(-c2ccccc2)noc1C	0.9	14.6	-0.4	1.5	4.2	-3.7	-3.0	19.9	12.8	-4.2	3.7
CCOc1ccc(N2C(=O)C(=O)/C(=C(/O)c3ccccc3)C2c2ccccc2[N+](=O)[O-])cc1 (configuration not stated)	5.6	-25.6	1.7	-5.4	1.9	10.8	-3.4	-100.9	-60.3	-24.6	-4.4
COc1cc(SC)ccc1C(=O)N(CC(=O)Nc1ccccc1Br)Cc1ccco1	4.8	-13.5	-10.4	-4.5	-1.4	6.7	-5.7	-15.5	15.8	12.5	-1.7
Cc1cccc(C(=O)N2CCCC(N3CCN(c4ccccc4F)CC3)C2)n1 (configuration not stated)	1.7	-5.6	1.6	-3.8	0.5	-0.8	-6.9	-1.3	-5.2	10.0	-3.5
O=C(O)CCCCCNCc1c(Cl)cccc1Cl	26.2	-3.6	-2.2	-2.5	-0.1	-19.1	4.1	8.5	-3.2	7.3	-3.6
Cc1cccc(N2CCN(C(=O)CCn3c(=O)[nH]c4ccsc4c3=O)CC2C)c1 (configuration not stated)	-13.6	6.9	3.0	-3.7	2.4	1.9	3.7	16.3	28.0	1.2	-3.1

Among those listed so far, these contain an aryl methoxy group:
SMILES	CF NFkB inh	NR2E3 ag-1	KKLEB tox	CaV13 FRET inh	NR2E3 ag-2	Shn3 3UTR inh	PDI inh	HIF-2a block	Peg3 promoter	MITF TRPM1 inh	Vif imaging
COc1ccccc1NC(=O)CCc1nc(-c2cccs2)no1	20.8	-31.8	-6.2	-4.4	-4.6	17.7	-1.3	-42.0	-20.2	4.2	6.7
COc1cccc(NC(=O)Nc2nc(SC(C)(C)C)ns2)c1	40.7	-10.5	-7.6	6.5	-2.8	-1.3	-0.5	-237.7	-105.8	6.0	-3.9
COc1ccc(Cl)cc1NC(=O)CN1C(=O)NC2(CCCC2)C1=O	-4.4	-14.7	10.0	-3.8	-1.2	10.0	-7.0	19.7	17.2	7.8	-1.2
COc1ccc(Nc2nnc(SCC(=O)N3CCCC3)s2)cc1	3.4	-29.0	0.4	0.0	-2.7	-4.6	-15.9	-28.1	-16.1	2.7	-3.6
CCOC(=O)C1(Cc2cccc(OC)c2)CCN(Cc2cnc(SC)nc2)CC1	5.5	-38.9	8.0	-4.3	1.7	6.9	10.3	13.3	14.5	2.7	9.2
COc1cc(NC(=O)CCc2ccccc2)c(C(=O)O)cc1OC	-1.8	-33.6	6.4	-6.3	-1.6	2.2	9.9	-1.9	5.2	7.1	-3.1
COc1cc(SC)ccc1C(=O)N(CC(=O)Nc1ccccc1Br)Cc1ccco1	4.8	-13.5	-10.4	-4.5	-1.4	6.7	-5.7	-15.5	15.8	12.5	-1.7
